CHO-K1 Ca antag: counter-screen for M1 antagonists: effect in parental CHO-K1 cells | ATP-induced calcium, Fluo-8 fluorescence | inhibition, % at 3 µM | actives 0.6% (n = 360,000);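 active = inhibition above a per-plate cutoff, the plate's mean sample inhibition plus 3 SD, cut at about 24% in these data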;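 note: 0% = DMSO plus EC80 ATP and 100% = DMSO alone without ATP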
CHO parental Ca: signal in parental CHO cells, OX1R antagonist counter-screen. AID 463079. parental CHO-K1, ATP-induced calcium, Fluo-8 fluorescence. inhibition, % at 5.6 µM. actives 0.63% (n = 330,000);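 active = inhibition above that plate's mean sample inhibition plus 3 SD, cut at about 26% in these data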;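 note: 0% = ATP-challenged DMSO wells and 100% = DMSO wells without ATP; some compounds past the cut are filed as inactive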
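Assay system: untransfected parental CHO cell line. Also added: ATP agonist challenge. Dosing: one dose, 5.6 µM nominal. Measured by: Fluo-8 fluorescence. Read-out: % inhibition. Benchmarks: ATP wells versus no-ATP DMSO wells. Repeats: no replicates.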
OXTR ag: activates the human oxytocin receptor; actives 0.32% (n = 320,000); CHO-OTR cells, Fluo-8 calcium fluorescence; normalized: DMSO 0%, oxytocin 100%; P30559; activation, % at 3 µM;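 active = activation above the mean of all tested compounds plus 3 SD, cutoff set per screening run, cut at about 20% in these data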;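 note: peak over basal fluorescence ratio from a 100 s FLIPR kinetic read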
GPR7 antagonist: antagonists of human GPR7 (neuropeptides B/W receptor 1) | P48145 | GPR7-expressing cells, fluorescence antagonist assay | inhibition, % at 4.4 µM | actives 1.1% (n = 290,000); in the data active = inhibition above about 16%, passing the limit was not always enough;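 note: cells stimulated with the agonist NPW; 0% = agonist with vehicle and 100% = vehicle without agonist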
Target sequence (P48145 whole entry, looked up): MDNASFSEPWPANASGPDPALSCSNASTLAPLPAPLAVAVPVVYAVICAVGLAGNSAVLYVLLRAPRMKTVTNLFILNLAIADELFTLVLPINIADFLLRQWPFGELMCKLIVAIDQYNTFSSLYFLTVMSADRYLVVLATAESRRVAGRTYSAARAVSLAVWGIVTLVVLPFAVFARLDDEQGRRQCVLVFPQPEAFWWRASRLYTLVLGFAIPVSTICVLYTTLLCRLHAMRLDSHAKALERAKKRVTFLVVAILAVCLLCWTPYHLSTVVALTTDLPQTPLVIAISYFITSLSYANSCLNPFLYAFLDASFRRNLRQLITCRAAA
CHO-K1 Ca PAM: M1 PAM counterscreen hit in parental CHO-K1 cells | ATP EC20, Fluo-8 calcium fluorescence; 0% at ATP EC20, 100% at ATP max | activation, % at 3 µM | actives 0.02% (n = 360,000);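 active = activation above the run cutoff, the mean activation of all test compounds plus 3 SD, cut at about 40% in these data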;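 note: peak over basal fluorescence ratio in a 140 s read after ATP addition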
M1 ag parental: nonselective activator or artifact in parental CHO-K1 cells; Fluo-8 calcium fluorescence; scaled to maximal ATP response, vehicle zero; activation, % at 3 µM; actives 0.48% (n = 360,000); AID 602248; in the data active = activation above about 15%;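 note: untransfected CHO-K1 host cells lacking M1 receptor as counterscreen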
V1aR counter: V1a receptor agonism, counter-screen for OXTR agonists; CHO-V1R cells, Fluo-8 calcium fluorescence, agonist mode; 0% DMSO, 100% 3 nM vasopressin; activation, % at 3 µM; actives 0.25% (n = 320,000); AID 2797;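 active = activation above the mean activation of all tested compounds plus 3 SD, per screening run, cut at about 20% in these data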;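 note: signal is peak over basal fluorescence ratio across a 100 second FLIPR read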
Target sequence (P37288 whole entry, looked up): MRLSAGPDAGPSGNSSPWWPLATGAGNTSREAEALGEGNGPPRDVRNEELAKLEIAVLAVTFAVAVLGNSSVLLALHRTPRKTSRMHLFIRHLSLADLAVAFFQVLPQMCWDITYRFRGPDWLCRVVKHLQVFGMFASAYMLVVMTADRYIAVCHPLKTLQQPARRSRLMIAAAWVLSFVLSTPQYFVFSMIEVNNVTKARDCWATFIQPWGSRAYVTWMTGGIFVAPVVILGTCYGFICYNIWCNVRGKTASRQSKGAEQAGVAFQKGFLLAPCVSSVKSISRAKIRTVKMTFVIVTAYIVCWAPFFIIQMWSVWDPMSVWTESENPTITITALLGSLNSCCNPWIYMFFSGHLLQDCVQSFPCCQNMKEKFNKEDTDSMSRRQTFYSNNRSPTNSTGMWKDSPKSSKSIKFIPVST
OXTR potentiate: potentiators of human oxytocin receptor; CHO-OTR cells, Fluo-8 calcium fluorescence, potentiator mode; 0% = oxytocin EC15, 100% = EC100; actives 0.061% (n = 320,000); activation, % at 3 µM; P30559;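 active = activation above that plate's cutoff, the mean activation of tested compounds plus 3 SD, cut at about 6.6% in these data, passing the limit was not always enough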;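 note: 100% uses oxytocin at 75 nM as the full agonist control; some results filed as inactive read as strong as hits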
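Material: human OTR in CHO cells. Compound: 3.0 µM, one dose. Timing: compound 6 min at room temperature before oxytocin, 100 s read. Evaluation: % activation of max/min ratio relative to oxytocin controls. Replication: single well per compound, singlicate. Signal: Fluo-8 calcium dye fluorescence.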
TAAR1 antag: antagonists of human TAAR1 | CHO RD-HGA16 TAAR1, Fluo-8 calcium fluorescence, antagonist | inhibition, % at 3 µM | actives 1.5% (n = 360,000) | AID 624466;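 active = inhibition above a per-plate cutoff, the mean inhibition of test compounds on that plate plus 3 SD, cut at about 49% in these data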;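 note: 0% = DMSO plus EC80 beta-PEA response and 100% = DMSO alone without agonist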
Target sequence (Q96RJ0 whole entry, looked up): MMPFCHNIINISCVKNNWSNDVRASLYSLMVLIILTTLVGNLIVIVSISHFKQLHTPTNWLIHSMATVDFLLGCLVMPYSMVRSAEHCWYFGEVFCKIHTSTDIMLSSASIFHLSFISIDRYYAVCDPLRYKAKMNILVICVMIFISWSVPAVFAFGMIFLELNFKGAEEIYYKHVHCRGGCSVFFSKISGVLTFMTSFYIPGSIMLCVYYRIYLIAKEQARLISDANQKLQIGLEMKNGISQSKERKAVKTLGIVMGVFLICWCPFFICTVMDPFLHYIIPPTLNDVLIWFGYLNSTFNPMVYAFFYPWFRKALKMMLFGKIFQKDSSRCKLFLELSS
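Test system: hTAAR1-expressing CHO RD-HGA16 cells, Gα16-coupled; Probe or stimulus: EC80 β-phenethylamine stimulus; Compound dosing: single nominal final test compound concentration of 3 µM; Timing: 140 s kinetic read after compound, 140 s after agonist; Signal: Fluo-8 calcium-sensitive fluorescence; Measure: % inhibition of agonist calcium response; Controls: DMSO and EC80 PEA controls.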
The depositor's hits bear a star; / = no result given.

SMILES | CHO-K1 Ca antag | CHO parental Ca | OXTR ag | GPR7 antagonist | CHO-K1 Ca PAM | M1 ag parental | V1aR counter | OXTR potentiate | TAAR1 antag
O=C(OCc1ccccc1)C1=NNC2C(=O)N(c3ccc(Br)cc3)C(=O)C12 (stereo unspecified) | -5 | -18 | 3.6 | 14 | 16 | 1.2 | 0.7 | -1 | -4
O=C1S/C(=C/c2ccc(N3CCOCC3)o2)C(=O)N1Cc1c(F)cccc1Cl | 0 | 3 | 6.0 | -5 | 15 | 1.8 | 2.6 | -1 | 19
O=C(Nc1cccc(Br)c1)Oc1cccc2cccnc12 | 22 | / | / | / | -8 | 6.7 | / | / | 5
CCCC(C(=O)NCCC(C)C)N(Cc1ccccc1)C(=O)c1snc(C(N)=O)c1N (stereo unspecified) | -6 | -28 | -2.0 | -12 | 16 | 1.5 | -1.4 | -14 | 21
c1ccc2sc(NCC3CCCO3)nc2c1 (stereo unspecified) | -16 | -10 | 0.2 | 1 | 10 | 0.4 | 0.0 | 5 | 13
Cc1cc(NC(=O)c2cc(C(C)C)on2)no1 | -11 | -8 | 1.3 | -9 | 15 | 0.2 | 0.5 | 0 | 9
CSCCC(NS(=O)(=O)c1ccc(C)cc1)C(=O)N1CCN(C(C)=O)CC1 (stereo unspecified) | 21 | -3 | 0.4 | / | -20 | -0.3 | -0.1 | 4 | -2
COc1ccc(C(=O)Nc2c3c(nn2-c2cccc(Cl)c2)CS(=O)C3)cc1 (stereo unspecified) | -6 | -3 | 0.9 | 5 | 21 | 0.8 | 0.5 | -6 | -3
COC(=O)Cn1c(Cc2ccccc2)nc2ccccc21 | -16 | -11 | -0.1 | 17 | 14 | 0.5 | 0.3 | 9 | -14
CCN(CC(=O)Nc1ccccc1C(F)(F)F)C(=O)c1ccc(NC(=O)c2cccs2)cc1 | -9 | / | / | / | 18 | 4.4 | / | / | 44
CC1CC(OCC(O)CN2CCCCC2C)CC(C)(C)C1 (stereo unspecified) | -18 | -3 | 1.4 | 6 | 4 | 1.4 | 7.1 | -13 | -3
COc1cc(/C=N/NC(=O)c2ccoc2C)ccc1OCCN1CCCCC1 | 3 | / | / | -13 | -9 | -0.4 | / | / | -2
Fc1ccc(-c2ccnc(=S)[nH]2)cc1 | -8 | -8 | 0.1 | -16 | 28 | 1.0 | -0.1 | -2 | -13
CCOc1ccc(-c2nnn(CC(=O)NCc3ccco3)n2)cc1 | -6 | -4 | 0.1 | -7 | 17 | 0.7 | -0.4 | 1 | -5
COc1cc(NC(=S)NCCCN2CCOCC2)cc(OC)c1 | 5 | -8 | 0.7 | -4 | -8 | -0.5 | 1.2 | -7 | 1
COc1ccc(-n2cnc3c(sc4nccc(N(C)C)c43)c2=O)cc1 | -1 | 3 | -0.8 | 3 | 9 | 0.0 | -0.4 | -6 | -1
Cc1cc(NC(=O)c2ccc(F)cc2)n(C)n1 | -12 | 3 | 1.1 | 7 | -3 | 0.9 | 0.4 | -11 | -3
COc1cccc(C2C=C(c3ccc(OC)cc3OC)Nc3nnnn32)c1 (stereo unspecified) | -6 | -6 | 3.2 | 0 | 5 | 1.3 | 1.6 | -12 | /
NC1=NC[C@H](c2ccccc2)N1CCc1cccc(F)c1 | -5 | -17 | 1.0 | / | 8 | 1.3 | 0.4 | 1 | 0
Cc1ccccc1S(=O)(=O)N(C)C[C@@H]1OCc2ccccc2-c2c(n(C)c3ccccc23)C(=O)N([C@H](C)CO)C[C@@H]1C | 19 | / | / | / | -12 | -0.1 | / | / | -25
Cc1[nH]c(=O)[nH]c(=O)c1C=CC(=O)NC(CO)CS(=O)Cc1ccccc1 (stereo unspecified) | -1 | / | / | / | 13 | 0.0 | / | / | -13
CCc1cc2c(cc3c(=O)n(CC(=O)N4CCN(C)CC4)ncn32)s1 | -17 | 6 | 1.0 | -12 | 17 | 0.6 | 0.7 | -5 | 0
CC(=O)C1=CCC(c2ccccc2F)N(S(=O)(=O)c2ccc(C)cc2)C1 (stereo unspecified) | 8 | / | / | / | 2 | 0.7 | / | / | -7
CCC1CCCCN1C(=O)CSc1nc2c(c(=O)n(C)c(=O)n2C)n1C (stereo unspecified) | 1 | -24 | 0.6 | -12 | 5 | 0.4 | 3.2 | 0 | 13
CC1CC(C)CN(S(=O)(=O)c2ccc(C(=O)N(C)Cc3ccccc3)cc2)C1 (stereo unspecified) | -5 | -16 | -1.8 | / | 4 | 0.4 | -0.8 | -2 | 7
CCOc1cc(C(=O)OCC(=O)N(C)c2ccccc2)cc(OCC)c1OCC | -11 | -29 | -2.1 | -10 | 6 | 0.4 | -1.2 | 0 | -3
Cc1ccc(C)c(N2CCN(S(=O)(=O)c3c(C(=O)N4CCCCC4)c(C)n(C)c3C)CC2)c1 | -3 | -30 | 0.8 | 7 | -9 | 2.6 | 3.2 | -3 | 12
CCn1nnc(NC(=O)COc2ccc(C3CCCCC3)cc2)n1 | -4 | -2 | 8.2 | -12 | 12 | 8.0 | 7.4 | -10 | /
Cc1cc(=O)n2nc(N3CCCC(C(=O)NCc4ccccc4C)C3)sc2n1 (stereo unspecified) | 1 | -10 | -1.0 | 0 | -6 | -0.5 | 0.9 | -8 | -20
CCOC(=O)c1c(S(=O)(=O)NCC(=O)Nc2cccc(C)c2C)c(C)n(C)c1C | -7 | -15 | -2.4 | -11 | 6 | -0.5 | -0.9 | 8 | -39
Cc1cccc(NC(=O)COC(=O)c2cc3ccccc3oc2=O)c1 | -7 | -6 | -0.9 | -6 | 17 | 0.3 | 4.1 | 0 | 5
C[C@H]1CN([C@@H](C)CO)C(=O)Cc2cc(NC(=O)CCC(F)(F)F)ccc2O[C@H]1CN(C)S(=O)(=O)c1ccc(F)cc1 | -13 | -16 | 1.0 | / | 11 | 0.4 | 1.7 | -1 | -3
CC(C)CCNC(=O)CN(C(=O)Cn1nnc(-c2ccccc2F)n1)c1cccc2c1CCCC2 | 6 | -16 | -0.1 | -5 | 1 | 0.5 | -0.7 | -5 | 16
CC(C)(C)c1ccc(OCC(=O)O/N=C(\N)c2ccncc2)cc1 | -10 | 5 | -0.8 | -7 | 17 | 3.7 | 2.6 | -8 | -11
COc1ccc(NC(=S)NCc2cccs2)c(OC)c1 | -15 | 1 | -0.2 | -4 | 15 | 1.1 | 0.3 | 0 | 8
N#Cc1c(Oc2ccc3ccccc3c2)sc(C(=O)c2ccccc2)c1N | -6 | -10 | 0.1 | -3 | 14 | 0.1 | 0.6 | -13 | -6
Cc1ccc(C(=O)Nc2ccc3c(c2)C(=O)N(CC2CCCO2)C3=O)cc1 (stereo unspecified) | 0 | -10 | 0.6 | -3 | 32 | 0.1 | 2.8 | -8 | -12
COc1cc(OC)cc(C(=O)NCC2CCCN(Cc3ccc(SC)cc3)C2)c1 (stereo unspecified) | -3 | -18 | 0.4 | -8 | -11 | 0.3 | -0.7 | -4 | -20
O=C(O)CN1C(=O)C2C3CCC(C3)C2C1=O (stereo unspecified) | -19 | / | / | / | 7 | 0.7 | / | / | -5
COc1ccc(/C=C2\SC(=O)N(CC(=O)Nc3ccc(F)cc3)C2=O)cc1O | -8 | 0 | 2.0 | 29* | -5 | 1.9 | 3.6 | -2 | 28
COc1ccc(NC(=O)COc2ccc(C(=O)OCC(=O)N(C(C)C)C(C)C)cc2OC)cc1 | -20 | -15 | 1.5 | -4 | 17 | 3.4 | 0.6 | -4 | 5
O=C(Nc1ccccc1)c1nc[nH]c1C(=O)NCCCCNC(=O)c1[nH]cnc1C(=O)Nc1ccccc1 | 0 | -9 | 0.3 | / | -12 | -0.3 | 0.0 | -6 | 57*
CCOc1ccc(S(=O)(=O)N2CCCCC2)cc1NC(=O)Cc1ccsc1 | -23 | -20 | -0.3 | / | 21 | -0.5 | -0.5 | -3 | -43
COc1ccccc1Oc1ccc(Oc2ccccc2OC)cc1 | 13 | -13 | -1.3 | -7 | -12 | -0.1 | 0.1 | -10 | 12
COc1ccc(NS(=O)(=O)c2csc(C(=O)N3CCCC3)c2)c(OC)c1 | -8 | 10 | 3.5 | 1 | 16 | 5.3 | 2.4 | -10 | -16
CCC(C)N(C(=O)CSc1ncnc2sccc12)C1CCS(=O)(=O)C1 (stereo unspecified) | -3 | -5 | -0.2 | / | -8 | 0.2 | -0.1 | 0 | -2
CCNS(=O)(=O)c1ccc(CCC(=O)Nc2ccc(C(=O)OC)cc2)cc1 | -6 | -6 | 0.7 | 3 | 9 | 0.5 | 1.0 | -2 | 14
COC(=O)c1cc2ccsc2n1CC(=O)Nc1cc(Cl)ccc1OC | 2 | -4 | 8.7 | 5 | 13 | 7.6 | 4.9 | -11 | 1
COc1cccc(C(=O)NC2CCNCC2)c1 | 8 | 11 | 0.6 | -12 | 9 | 0.1 | -0.6 | 3 | -6
CC(=O)c1cccc(NC(=O)C(NC(C)C)c2ccccc2)c1 (stereo unspecified) | -17 | -21 | -0.8 | -1 | 4 | 1.0 | -0.9 | -6 | -7
CN(C(=O)c1sc2nc(N3CCOCC3)c3c(c2c1N)CCCC3)c1ccccc1 | -8 | -20 | 5.5 | -4 | 12 | 5.7 | 0.6 | 1 | 59*
COc1ccccc1Cc1c(-c2ccc(OC)c(OC)c2)nc2ccc(Cl)cn12 | 7 | / | / | / | 8 | 0.7 | / | / | -10
O=C(Nc1ccccc1N1CCN(c2ccc(F)cc2)CC1)C12CC3CC(CC(C3)C1)C2 | -15 | -31 | -0.1 | -7 | 10 | 0.5 | 0.7 | -7 | -21
CCc1cccc(C)c1NS(=O)(=O)c1c(C)nc2sccn2c1=O | 4 | -13 | -0.2 | -7 | -6 | 0.0 | -0.3 | 0 | -6
O=C(CCn1nnc2ccccc21)N/N=C\Cc1ccccc1 | 0 | -19 | -1.7 | -3 | 7 | 0.5 | 0.2 | -10 | 14
CCOc1cc(C=NNC(=O)CCCC(=O)NN=Cc2ccc(O)c(OCC)c2)ccc1O | -12 | / | / | / | 13 | 0.4 | / | / | 4
Cc1ccc(N=Nc2c(N)n(-c3ccccc3)[nH]c2=O)cc1 | 4 | -30 | -2.0 | 9 | -2 | -0.4 | -1.4 | -12 | 17

Looked up one by one from the list above, two records:
SMILES | CHO-K1 Ca antag | CHO parental Ca | OXTR ag | GPR7 antagonist | CHO-K1 Ca PAM | M1 ag parental | V1aR counter | OXTR potentiate | TAAR1 antag
COc1cc(OC)cc(C(=O)NCC2CCCN(Cc3ccc(SC)cc3)C2)c1 (stereo unspecified) | -3 | -18 | 0.4 | -8 | -11 | 0.3 | -0.7 | -4 | -20
O=C(O)CN1C(=O)C2C3CCC(C3)C2C1=O (stereo unspecified) | -19 | / | / | / | 7 | 0.7 | / | / | -5

Looked up above.
Reading of `COc1cc(OC)cc(C(=O)NCC2CCCN(Cc3ccc(SC)cc3)C2)c1` (stereo unspecified) under CHO-K1 Ca antag: -3
Reading of `COc1ccc(NC(=O)COc2ccc(C(=O)OCC(=O)N(C(C)C)C(C)C)cc2OC)cc1` under GPR7 antagonist: -4

High-throughput results from PubChem BioAssay.
